Screens (PubChem)
B2AR arrestin ag: beta-arrestin recruitment by human beta2-adrenergic receptor ligands; HTLA Tango cells, beta-arrestin recruitment, luciferase luminescence, 18 h; Potency, µM (top dose mostly 46.1 µM), for the others: at the highest dose activation, actives largely listed as activators; 44,000 tested, under 10 active; AID 1347077;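 also: potency is read from the fitted curve at half-maximal effect; 0% = DMSO and full agonism = EC100 isoproterenol or metaproterenol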
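Receptor–beta-arrestin recruitment read by tTA-responsive luciferase: compound titrations (up to 46 µM) incubated 18 h with Tango cells, then luminescent substrate 15 min at room temperature. Concentration-response fits classified by r2, efficacy and activity.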
FH mod: Identification of activators of human fumarate hydratase by quantitative high-throughput screening; Fumarate hydratase, mitochondrial (Homo sapiens), P07954; FH coupled MDH/diaphorase resazurin fluorescence, 15 min; Potency, µM (top dose mostly 79.9 µM), for inactives: at the top dose activity change, negative = inhibition, hits mostly inhibitors; actives 0.22% (n = 54,000); also: potency is read from the fitted curve at half-maximal effect; % is scaled to controls: 0 for no effect and ±100 for the full control effect; the screen sought activators but most active calls are inhibition curves; nearly all actives have a fitted effect of over 45% in size
p53null 39C tox: kills p53 null cells at the nonpermissive temperature. H1299 p53-null (neo) cells, 39C, ATPlite viability, 24 h. Potency, µM (doses to about 46.1 µM), without a hit: top-dose activity, negative = cell killing, usual class: cytotoxic. actives 0.97% (n = 55,000). AID 904;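 also: potency is read from the fitted curve at half-maximal effect; 0% = DMSO only and -100% = full killing by 100 µM tamoxifen; nearly all actives have a fitted effect of over 50% in size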
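Luminescent ATP signal reported cell survival after H1299 lines (neo, p53 null; or p53 A138V) received up to 46 uM compound and 24 hr incubation at 39C.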
PTAP-TSG101 blk: TSG101-PTAP interaction inhibition, HIV-1 budding. Potency, µM (top dose mostly 115 µM), without a hit: top-dose activity change, negative = inhibition, most hits filed as inhibitors. Fluorescence polarization, FITC-PTAP peptide/Tsg101, 20 min. 44,000 tested, under 10 active. Q99816; also: potency is read from the fitted curve at half-maximal effect; 0% is about no effect
Target sequence (Q99816 whole entry, looked up): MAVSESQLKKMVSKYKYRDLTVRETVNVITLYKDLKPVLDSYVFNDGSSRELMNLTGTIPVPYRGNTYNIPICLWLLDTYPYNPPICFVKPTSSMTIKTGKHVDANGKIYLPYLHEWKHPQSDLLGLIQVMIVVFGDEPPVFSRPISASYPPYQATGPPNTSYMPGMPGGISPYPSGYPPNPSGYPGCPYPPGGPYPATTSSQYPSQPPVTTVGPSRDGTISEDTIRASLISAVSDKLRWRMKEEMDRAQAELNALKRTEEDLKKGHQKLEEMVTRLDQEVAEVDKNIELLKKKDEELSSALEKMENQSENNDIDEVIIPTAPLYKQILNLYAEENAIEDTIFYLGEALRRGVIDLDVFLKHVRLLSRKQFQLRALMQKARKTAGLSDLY
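qHTS FP binding, 20 min r.t.: 10 uM Tsg101 domain + 50 nM FITC-PTAP peptide, pH 7.5 HEPES buffer with TCEP and EDTA.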
GALK inhibitor: inhibits human galactokinase | AID 1347072 | Potency, µM (titrated, usually from 57.5 µM), inactives show at the top dose activity, negative = inhibition, usual class: inhibitors | recombinant GALK, Kinase-Glo ATP luminescence, 1 h | 44,000 tested, under 10 active | P51570;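 also: plate controls were full GALK reaction for no effect and reaction lacking GALK for full effect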
Target sequence (P51570 whole entry, looked up): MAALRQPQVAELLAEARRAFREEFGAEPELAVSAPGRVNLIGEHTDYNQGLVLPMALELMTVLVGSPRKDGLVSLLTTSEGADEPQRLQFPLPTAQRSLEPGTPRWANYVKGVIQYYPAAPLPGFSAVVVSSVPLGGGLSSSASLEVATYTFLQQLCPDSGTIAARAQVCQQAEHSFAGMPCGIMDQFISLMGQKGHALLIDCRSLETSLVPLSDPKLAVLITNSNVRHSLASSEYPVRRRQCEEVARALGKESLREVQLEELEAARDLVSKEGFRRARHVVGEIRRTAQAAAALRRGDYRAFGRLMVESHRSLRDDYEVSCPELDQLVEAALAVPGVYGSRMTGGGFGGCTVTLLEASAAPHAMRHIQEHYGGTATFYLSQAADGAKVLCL
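5 nM GALK with 35 µM ATP and 100 µM galactose in HEPES pH 8.0, MgCl2, NaCl, DTT, BSA; 1 h RT reaction, remaining ATP detected by Kinase-Glo Plus luminescence after 10 min; qHTS concentration series.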
p53null 32C tox: kills p53 null cells at the permissive temperature; AID 903; H1299-neo p53 null cells, ATP luminescence, 24 h, 32C; actives 0.62% (n = 55,000); Potency, µM (titrated, usually from 46.1 µM), for the others: at the top dose activity change, negative = cytotoxicity, actives largely listed as cytotoxic;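 also: potency is read from the fitted curve at half-maximal effect; 0% = DMSO only and -100% = full killing by 100 µM tamoxifen; nearly all actives have a fitted effect of over 55% in size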
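AC50 values derive from Hill modelling of qHTS concentration-response data (up to 46 uM) in H1299-neo cells. Cells were treated 24 h at 32C following overnight attachment at 37C; viability was read as cellular ATP.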
NTMT1 inh: inhibitors of human N-terminal methyltransferase NTMT1. NTMT1 MTase-Glo SAH luminescence, purified enzyme. actives 2.5% (n = 59,000). Potency, µM (titrated, usually from 114 µM), for inactives: at the top dose activity change, negative = inhibition, hits mostly inhibitors. Q9BV86;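 also: potency is read from the fitted curve at half-maximal effect; plate controls were DMSO vehicle for no effect and no enzyme for full effect; nearly all actives have a fitted effect of over 65% in size; many of its hits are not listed in these tables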
Target sequence (Q9BV86 whole entry, looked up): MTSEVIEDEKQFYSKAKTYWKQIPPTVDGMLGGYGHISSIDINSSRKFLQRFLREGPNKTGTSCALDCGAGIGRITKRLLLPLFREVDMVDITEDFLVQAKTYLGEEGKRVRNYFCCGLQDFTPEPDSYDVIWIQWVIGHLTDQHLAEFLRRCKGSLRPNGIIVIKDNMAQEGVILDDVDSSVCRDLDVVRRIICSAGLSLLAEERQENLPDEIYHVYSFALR
Starred values were filed as active, the others as inactive; ? = inconclusive; . = no result given; [ ] = another dose, or the depositor's remark. Calls follow the shape of the dose curve; as a rule, active = well fitted curve in the direction sought with a large enough effect; inconclusive = small, poorly fitted or top-dose-only effect, or another doubt; inactive = no such curve, though single readings can be large; an effect the other way counts as inactive or inconclusive. The list is partial; rates above refer to the full screens.

SMILES | B2AR arrestin ag | FH mod | p53null 39C tox | PTAP-TSG101 blk | GALK inhibitor | p53null 32C tox | NTMT1 inh
O=C(Cn1cnc2onc(-c3ccc(Cl)cc3)c2c1=O)Nc1ccc(F)cc1 | -2% | -13% | -3% | 2% | 1% | 9% | 26%
O=C(Nc1cccc(-c2nc3ccccc3[nH]2)c1)c1ccccc1F | 0% | -5% | ? | -1% | -16% | -5% | -18%
Cc1ccc(CNCc2cccn2-c2nnc(N3CCCC3)s2)cc1 | 1% | 1% | -23% | -6% | -5% | -6% | -19%
CC(C)c1ccc(NS(=O)(=O)c2ccc3[nH]c(=O)ccc3c2)cc1 | 0% | 3% | -6% | 22% | -4% | 7% | 13%
CCOC(=O)CSc1nc(-c2ccc(OC)cc2)cc(C(F)(F)F)c1C#N | 1% | 12% | -15% | 12% | 3% | -2% | -2%
O=S(=O)(Nc1cccc(-c2ccc(N3CCCCC3)nn2)c1)c1ccc(Cl)s1 | 0% | . | 10µM* | 22% | 1% | 16µM* | .
COc1ccc(NC(=O)c2oc3ccc(S(=O)(=O)N4CCOCC4)cc3c2C)cc1 | -1% | -30% | 14% | 0% | 6% | -9% | 4%
O=C(NCCc1ccccc1)c1nn(-c2ccc(F)cc2)nc1CO | -2% | -5% | 1% | -1% | 4% | -7% | 12%
COc1ccc(OCc2nc(C#N)c(NCc3ccccc3Cl)o2)cc1 | 0% | -41% | -13% | 2% | 3% | 12% | 2%
CCC(=O)N1CCc2cc(S(=O)(=O)NC(Cc3ccccc3)C(=O)Nc3ccc(C)cc3)ccc21 (configuration not stated) | 0% | -5% | -1% | 0% | 5% | 10% | 12%
CCCCn1c(=O)n(CC2CCC(C(=O)NCCCOC)CC2)c(=O)c2sccc21 (configuration not stated) | 3% | -9% | -17% | -1% | 2% | 9% | 1%
CCc1ccc(-n2nc(CO)c(C(=O)NCCOC)n2)cc1 | -1% | -1% | ? | 0% | 1% | ? | -4%
CC(=O)c1ccc(NS(=O)(=O)c2cc(-c3cc(C)no3)ccc2C)cc1 | -2% | -10% | 19% | -2% | 2% | -9% | 11%
CCOc1ccccc1Oc1ncnc2c1oc1ccccc12 | 0% | -34% | 29% | -11% | -6% | 8% | 6%
CC(=O)Nc1ccc2nc3c(=O)n(C)c(=O)n(C)c3nc2c1C | 1% | -1% | -9% | -7% | -1% | 0% | 5%
CCc1ccc(-n2nc(C)c3c(C(=O)Nc4cccc(C(F)(F)F)c4)cc(C)nc32)cc1 | 1% | -21% | 15% | -9% | 0% | 0% | -3%
CCc1nnc2c3ccccc3nc(Nc3ccc(F)cc3C)n12 | 0% | . | -12% | -2% | 4% | 12% | .
CCCSc1ncc(Cl)c(C(=O)Nc2sc3c(c2C(=O)NCC)CCCC3)n1 | -1% | 2% | 0% | 17% | 1% | 1% | 0%
Oc1ccc(Cl)cc1C1=Nc2ccccc2N=C(c2ccccc2)C1 | 0% | -13% | -4% | 10% | 7% | -2% | 15%
COc1cc(OC)c(N(C)C(=O)CSc2c3c(nc4ccc(Cl)cc24)CCCC3)cc1Cl | 1% | ? | 20µM* | -7% | -3% | 33%[activator] | -2%
Cc1cc(C)c2c(=O)cc(C(=O)Nc3sc4c(c3C(=O)NCc3ccco3)CCCC4)oc2c1 | -1% | -16% | 2% | -2% | -1% | 3% | -2%
CCc1ccc2c(c1)c(=O)c(S(=O)(=O)c1ccc(Cl)cc1)cn2CC | 1% | 2% | -4% | 0% | -2% | -6% | -1%
O=C(CSc1nccn1Cc1ccco1)Nc1cccc(F)c1 | 1% | -2% | 17% | 0% | -2% | -9% | -2%
O=C(NCc1nc2ccccc2[nH]1)c1c(F)cccc1F | 1% | -3% | -23% | -2% | 1% | 9% | 3%
COc1ccc(-c2nnc(SCC(=O)Nc3cc(OC)ccc3OC)nc2-c2ccc(OC)cc2)cc1 | 6% | -24% | 5% | 10% | -1% | 1% | 14%
Other entries follow:
SMILES | B2AR arrestin ag | FH mod | p53null 39C tox | PTAP-TSG101 blk | GALK inhibitor | p53null 32C tox | NTMT1 inh
Cc1ccc(OCC(=O)Nc2c(C(=O)c3ccccc3)oc3ccccc23)cc1C | 0% | -2% | -12% | -2% | 2% | -1% | 6%
CCOc1ccccc1C(=O)NCC(c1ccc(N(C)C)cc1)N1CCc2ccccc21 (configuration not stated) | 0% | -16% | -4% | -5% | -3% | 0% | -14%
CC(C)Sc1nc2sc3c(c2c(=O)n1Cc1ccccc1)CCCC3 | -1% | 1% | 16% | 4% | 1% | -2% | 13%
O=C(NCc1ccc2c(c1)OCO2)c1ccc2c(c1)N(Cc1ccccc1F)C(=O)c1ccccc1S2 | 1% | -17% | 29% | -2% | 1% | 9% | 2%
CCC(C)[C@H](N)c1nnc(SCc2ccc(Cl)c(Cl)c2)o1 (some centres not stated) | -2% | 4% | -8% | 2% | -8% | -15% | ?
CCOC(=O)c1cccc(Nc2cc(-c3ccccc3)ncn2)c1 | -5% | ? | -5% | -5% | -5% | ? | ?
CC(C)(C)OC(=O)N1CCC(c2c(C(=O)NCCN3CCCC3)cnn2-c2ccc(Cl)cc2)CC1 | -1% | -1% | -25% | 2% | 0% | 5% | -3%
CCn1c(=O)c2cc(C(=O)NCCc3cc(OC)ccc3OC)sc2c2ccccc21 | -2% | ? | -19% | -8% | 0% | -2% | ?
O=C(Nc1cc(-c2nc3cc(Cl)ccc3o2)ccc1Cl)c1cccs1 | -2% | 13% | -4% | 10% | 2% | 12% | -14%
CN(Cc1ccco1)C(=O)c1ccc2c(c1)N(Cc1ccccc1F)C(=O)c1ccccc1S2 | 3% | ? | 21% | -1% | 1% | 37%[activator] | -2%
O=S(=O)(NCC(c1ccco1)N1CCOCC1)c1ccc(F)cc1 (configuration not stated) | -2% | -3% | 37%[activator] | 1% | 2% | -10% | 1%
NS(=O)(=O)c1ccc(NC(=O)c2cc(-c3cccs3)nc3ccccc23)cc1 | 1% | -6% | ? | 1% | 7% | -12% | 8%
Cc1nn(CCCC(=O)Nc2ccccc2C(F)(F)F)c(=O)c2c1sc1ccccc12 | -3% | 2% | -11% | 0% | -10% | -5% | -5%
Cc1ccc(-n2nc(C)c3c(C(F)(F)F)cc(-c4cccnc4)nc32)cc1Cl | -2% | 4% | 0% | 0% | 1% | -10% | 7%
COc1ccc(CNCCCSc2nnnn2C)c(OC)c1 | -4% | 11% | 2% | 2% | 5% | -9% | 6%
CCOc1ccc2c(c1)c(=O)c(C(=O)c1ccc(CC)cc1)cn2CC(=O)Nc1cccc(Cl)c1 | 0% | 1% | 2% | -5% | 1% | 2% | 14%
COc1ccc(CCCc2nnc(SCC(=O)Nc3ccc(C)cc3)o2)cc1C | -3% | 10% | 0% | 5% | 2% | ? | ?
CCc1cccc(-n2nnc(S(=O)(=O)c3ccc(OC)cc3)c2C)c1 | -2% | -16% | -5% | -2% | 10% | -4% | -6%
Cn1ncc2c(Nc3cccc(F)c3)ncnc21 | 1% | 6% | 9% | -12% | 1% | 8% | -14%
CCc1ccc(CNC(=O)C2CCN(c3nc4ccccc4nc3C(F)(F)F)CC2)cc1 | -1% | 4% | -2% | -4% | -1% | 11% | 6%
CCOc1ccc(CC(=O)NCC(c2cccs2)S(=O)(=O)c2ccc(F)c(C)c2)cc1 (configuration not stated) | 1% | -20% | -11% | -9% | 3% | 3% | 4%
Cc1ccsc1CCN1C(=O)N(c2ccccc2)C(=O)C1CC(=O)Nc1ccc(Cl)cc1 (configuration not stated) | 0% | ? | 16% | 0% | -4% | 0% | 7%
Cn1c(=O)c2c(nc(CN3CCN(c4ccccc4F)CC3)n2Cc2ccc(F)cc2)n(C)c1=O | 0% | -4% | 6% | -8% | 0% | 29% | -4%
CCC1CCC(C(=O)NC(C(=O)NCCN(CC(C)C)CC(C)C)C(C)C)CC1 (configuration not stated) | -1% | -2% | 26% | -3% | -6% | 4% | 21%
O=C(NCCc1ccc(Cl)cc1)c1ccc(Cn2c(=O)c3cccn3c3cccnc32)cc1 | -1% | 13% | ? | 10% | 0% | -10% | -16%
COc1ccc(-n2c(SCc3nc(-c4ccc(C)cc4)no3)nnc2-c2ccncc2)cc1 | -1% | -19% | 4% | -5% | 2% | -1% | -1%
CCN(C(=O)C1CCC(CNS(=O)(=O)c2cccc3nsnc23)CC1)c1ccc(C)c(C)c1 (configuration not stated) | -2% | -35% | 29% | 1% | 9% | -12% | 17%
COc1ccc(CC(=O)NC2CC(=O)N(c3ccc(C)c(C)c3)C2)cc1OC (configuration not stated) | -3% | -1% | 26% | 0% | 0% | 3% | 2%
COc1ccccc1Nc1ncnc2c1nc1n2CCCCC1 | 0% | -13% | -21% | 1% | 1% | -11% | -17%

An excerpt from above in order of number of heavy atoms, lowest first:
SMILES | B2AR arrestin ag | FH mod | p53null 39C tox | PTAP-TSG101 blk | GALK inhibitor | p53null 32C tox | NTMT1 inh
COc1ccc(CNCCCSc2nnnn2C)c(OC)c1 | -4% | 11% | 2% | 2% | 5% | -9% | 6%
CCC1CCC(C(=O)NC(C(=O)NCCN(CC(C)C)CC(C)C)C(C)C)CC1 (configuration not stated) | -1% | -2% | 26% | -3% | -6% | 4% | 21%
CC(C)(C)OC(=O)N1CCC(c2c(C(=O)NCCN3CCCC3)cnn2-c2ccc(Cl)cc2)CC1 | -1% | -1% | -25% | 2% | 0% | 5% | -3%

Gathered by group, the compounds so far with a furan ring, fused or not
SMILES | B2AR arrestin ag | FH mod | p53null 39C tox | PTAP-TSG101 blk | GALK inhibitor | p53null 32C tox | NTMT1 inh
COc1ccc(NC(=O)c2oc3ccc(S(=O)(=O)N4CCOCC4)cc3c2C)cc1 | -1% | -30% | 14% | 0% | 6% | -9% | 4%
CCOc1ccccc1Oc1ncnc2c1oc1ccccc12 | 0% | -34% | 29% | -11% | -6% | 8% | 6%
Cc1cc(C)c2c(=O)cc(C(=O)Nc3sc4c(c3C(=O)NCc3ccco3)CCCC4)oc2c1 | -1% | -16% | 2% | -2% | -1% | 3% | -2%
O=C(CSc1nccn1Cc1ccco1)Nc1cccc(F)c1 | 1% | -2% | 17% | 0% | -2% | -9% | -2%
Cc1ccc(OCC(=O)Nc2c(C(=O)c3ccccc3)oc3ccccc23)cc1C | 0% | -2% | -12% | -2% | 2% | -1% | 6%
CN(Cc1ccco1)C(=O)c1ccc2c(c1)N(Cc1ccccc1F)C(=O)c1ccccc1S2 | 3% | ? | 21% | -1% | 1% | 37%[activator] | -2%
O=S(=O)(NCC(c1ccco1)N1CCOCC1)c1ccc(F)cc1 (configuration not stated) | -2% | -3% | 37%[activator] | 1% | 2% | -10% | 1%
